Screening data from PubChem.
Mtb BioA inh – M. tuberculosis BioA enzyme inhibitors, primary screen, biochemical, plate reader, single point, HTS. 360,000 tested, 0.096% active. purified M. tuberculosis BioA enzyme. AID 602481, 2012. inhibition, % at 9.99 µM. 7,8-diaminopelargonic acid synthase BioA (Mycobacterium tuberculosis); in the data active = inhibition above about 40%
Starred values were filed as active, the others as inactive.

SMILES	Mtb BioA inh
Cc1ccc(S(=O)(=O)Nc2ccc3c(c2)CC(=O)N([C@@H](C)CO)C[C@@H](C)[C@@H](CN(C)Cc2ccc4c(c2)OCO4)O3)cc1	0.2
CC(=O)N1[C@H](CO)[C@@H](c2ccc(C3=CCCC3)cc2)[C@H]1CNC(=O)CN(C)C	0.9
COC(=O)C[C@@H]1C[C@@H]2c3cc(NS(=O)(=O)c4cccc(OC)c4)ccc3O[C@@H]2[C@H](CO)O1	0.5
C[C@@H]1CN([C@@H](C)CO)C(=O)c2cc(Br)cnc2O[C@@H]1CN(C)C(=O)NC1CCCC1	2.0
COCC(=O)N1[C@H](C#N)[C@H](c2ccc(-c3cccc(F)c3)cc2)[C@H]1CO	2.5
CC(C)CC#Cc1cnc2c(c1)C(=O)N([C@H](C)CO)C[C@@H](C)[C@@H](CN(C)S(=O)(=O)c1cn(C)cn1)O2	9.0
CCCN(C)C[C@H]1OCCCC[C@@H](C)Oc2ccc(NS(=O)(=O)c3ccc(C)cc3)cc2C(=O)N([C@H](C)CO)C[C@H]1C	-1.1
C[C@H](CO)N1C[C@H](C)[C@@H](CN(C)C(=O)Nc2ccc(C(F)(F)F)cc2)OCCCC[C@H](C)Oc2ccc(NC(=O)c3ccncc3)cc2C1=O	0.4
C[C@@H]1CN([C@H](C)CO)C(=O)c2cc(NC(=O)CCC(F)(F)F)ccc2O[C@H]1CN(C)CC1CCCCC1	0.9
C[C@H](CO)N1C[C@H](C)[C@@H](CN(C)C(=O)C2CCOCC2)Oc2cc(C3=CCCCC3)ccc2S1(=O)=O	-3.8

Shown as comma-separated lines: part of the list above
smiles,Mtb BioA inh
CC(=O)N1[C@H](CO)[C@@H](c2ccc(C3=CCCC3)cc2)[C@H]1CNC(=O)CN(C)C,0.9
COC(=O)C[C@@H]1C[C@@H]2c3cc(NS(=O)(=O)c4cccc(OC)c4)ccc3O[C@@H]2[C@H](CO)O1,0.5
C[C@H](CO)N1C[C@H](C)[C@@H](CN(C)C(=O)C2CCOCC2)Oc2cc(C3=CCCCC3)ccc2S1(=O)=O,-3.8
C[C@@H]1CN([C@H](C)CO)C(=O)c2cc(NC(=O)CCC(F)(F)F)ccc2O[C@H]1CN(C)CC1CCCCC1,0.9
COCC(=O)N1[C@H](C#N)[C@H](c2ccc(-c3cccc(F)c3)cc2)[C@H]1CO,2.5
Cc1ccc(S(=O)(=O)Nc2ccc3c(c2)CC(=O)N([C@@H](C)CO)C[C@@H](C)[C@@H](CN(C)Cc2ccc4c(c2)OCO4)O3)cc1,0.2

(further entries)
SMILES	Mtb BioA inh
COc1ccc(NC(=O)N(C)C[C@@H]2Oc3ccc(NS(=O)(=O)c4cn(C)cn4)cc3CC(=O)N([C@H](C)CO)C[C@H]2C)cc1	-0.3
C[C@@H]1CN([C@H](C)CO)C(=O)c2cc(NS(=O)(=O)c3ccccc3)ccc2O[C@@H]1CN(C)C(=O)Nc1ccc(F)cc1	-2.2
CO[C@H]1CN(C)C(=O)c2cc(NC(=O)c3ccccc3F)ccc2OC[C@H](C)N(C(C)=O)C[C@H]1C	-7.9
COc1cccc(NC(=O)N(C)C[C@@H]2OCc3cnnn3CCCC(=O)N([C@H](C)CO)C[C@H]2C)c1	0.1
COc1ccc(NC(=O)N[C@@H]2CC[C@H](CCn3cc(C4(O)CCCC4)nn3)O[C@H]2CO)cc1	1.2
Cc1noc(C)c1S(=O)(=O)Nc1ccc2c(c1)C(=O)N([C@H](C)CO)C[C@@H](C)[C@@H](CN(C)Cc1ccccc1)OCCCC[C@H](C)O2	3.1
C[C@@H]1CN([C@H](C)CO)C(=O)c2cccc(NC(=O)c3cnccn3)c2O[C@H]1CN(C)Cc1ccc(-c2ccccc2)cc1	1.2
CO[C@@H]1CN(C)C(=O)c2cc(NS(=O)(=O)CC(F)(F)F)ccc2OC[C@H](C)N(C(=O)NC(C)C)C[C@@H]1C	-3.2
O=C(N[C@H]1CC[C@H](CC(=O)N2CCc3ccccc3C2)O[C@H]1CO)C1CCC1	1.7
O=C(C[C@@H]1C=C[C@@H](NS(=O)(=O)c2ccc(F)cc2)[C@@H](CO)O1)NC1CCCCC1	-1.9
CCC(=O)N[C@H]1C=C[C@H](CC(=O)NCCN2CCCCC2)O[C@H]1CO	-2.1
CO[C@H](CN(C)Cc1cc(F)ccc1F)[C@H](C)CN([C@@H](C)CO)S(=O)(=O)c1ccc(Cl)cc1	3.4
C[C@@H]1CN([C@H](C)CO)C(=O)c2cc(-c3ccccc3F)cnc2O[C@H]1CN(C)C	0.6
CCCNC(=O)Nc1ccc2c(c1)OC[C@H](C)N(Cc1cncnc1)C[C@@H](C)[C@@H](OC)CN(C)C2=O	-0.9
COc1ccccc1NC(=O)N[C@H]1CC[C@H](CCNS(=O)(=O)c2ccccc2)O[C@H]1CO	-0.5
C[C@H](CO)N1C[C@H](C)[C@H](CN(C)Cc2ccc(C(=O)Nc3ccccc3N)cc2)Oc2ccc(NC(=O)CCN3CCOCC3)cc2C1=O	0.4
CNC[C@@H]1Oc2c(NC(=O)Nc3ccc(C(F)(F)F)cc3)cccc2C(=O)N([C@@H](C)CO)C[C@H]1C	-0.7
O=C(C[C@H]1CC[C@H](NC(=O)Nc2ccc3c(c2)OCO3)[C@@H](CO)O1)NCc1ccc(Cl)cc1	-4.9
O=C(Nc1ccccc1)Nc1ccc2c(c1)[C@@H]1C[C@@H](CC(=O)N3CCCCC3)O[C@@H](CO)[C@@H]1O2	0.8
C[C@H]1CN([C@@H](C)CO)S(=O)(=O)c2ccc(C#CCN(C)C)cc2O[C@@H]1CN(C)C(=O)C1CC1	-2.1
CCCNC(=O)N(C)C[C@@H]1Oc2cc(-c3cccnc3)ccc2S(=O)(=O)N([C@H](C)CO)C[C@@H]1C	-0.9
O=C(C[C@@H]1C=C[C@@H](NC(=O)c2ccccn2)[C@H](CO)O1)NCc1cccc(F)c1	-0.6
Cc1cc(C(=O)Nc2cccc3c2O[C@H](CN(C)CC2CCCCC2)[C@@H](C)CN([C@@H](C)CO)C3=O)n(C)n1	-0.6
CCCNC(=O)N1[C@H](C#N)[C@H](c2ccccc2)[C@@H]1CO	0.5
C[C@H]1CN([C@@H](C)CO)C(=O)c2cccc(NC(=O)NC3CCCCC3)c2O[C@@H]1CN(C)Cc1ccncc1	0.5
COc1ccc(NC(=O)N(C)C[C@H]2Oc3ccc(NC(=O)Nc4cccc5ccccc45)cc3C(=O)N([C@@H](C)CO)C[C@@H]2C)cc1	-1.5
C[C@@H]1CN([C@H](C)CO)S(=O)(=O)c2ccc(-c3ccc(F)cc3)cc2O[C@@H]1CN(C)C(=O)C1CCCCC1	-2.0
Cc1ccccc1-c1ccc2c(c1)O[C@@H](CN(C)Cc1ccncc1)[C@H](C)CN([C@H](C)CO)S2(=O)=O	-0.6
Cc1cccc(CN(C)C[C@@H]2Oc3ncc(/C=C/c4ccccc4)cc3C(=O)N([C@H](C)CO)C[C@@H]2C)c1	-0.2
CCC(=O)N1[C@@H]2c3ccc(-c4ccccc4)c(=O)n3C[C@H]1[C@H](CO)[C@H]2C(=O)N1CCCCC1	-0.4
CC(=O)N1[C@@H]2c3ccc(/C=C/c4ccccc4)c(=O)n3C[C@H]1[C@H](CO)[C@H]2C(=O)N(C)C	-0.5
CC(C)NC(=O)N(C)C[C@H]1Oc2c(NC(=O)NC3CCCCC3)cccc2C(=O)N([C@@H](C)CO)C[C@@H]1C	2.2
COc1ccccc1C#Cc1cnc2c(c1)C(=O)N([C@H](C)CO)C[C@H](C)[C@@H](CN(C)C(=O)CC1CC1)O2	-1.1
COc1ccc(S(=O)(=O)N(C)C[C@@H]2OCCCC[C@@H](C)Oc3ccc(NS(=O)(=O)c4cn(C)cn4)cc3C(=O)N([C@H](C)CO)C[C@H]2C)cc1	2.2
COc1ccc(NC(=O)Nc2cccc3c2O[C@H](CN(C)S(=O)(=O)c2ccccc2)[C@H](C)CN([C@H](C)CO)C3=O)cc1	-5.0
COc1ccc(S(=O)(=O)Nc2ccc3c(c2)C(=O)N([C@@H](C)CO)C[C@H](C)[C@@H](CN(C)C(=O)Nc2ccc4c(c2)OCO4)OCCCC[C@H](C)O3)cc1	-0.6
C[C@H]1CCCCO[C@H](CN(C)C(=O)Nc2ccc3c(c2)OCO3)[C@@H](C)CN([C@@H](C)CO)C(=O)c2cc(NC(=O)CCCN(C)C)ccc2O1	2.0
CC(=O)Nc1ccc2c(c1)C(=O)N(C)[C@@H]1CC[C@H](CC(=O)N3CCc4ccccc4C3)O[C@@H]1CO2	-0.8
C[C@@H]1CCCCO[C@@H](CN(C)S(=O)(=O)c2cn(C)cn2)[C@H](C)CN([C@H](C)CO)C(=O)c2cc(NC(=O)NC3CCCCC3)ccc2O1	-1.2
C[C@@H]1CN([C@@H](C)CO)C(=O)c2cc(-c3ccncc3)cnc2O[C@H]1CN(C)C(=O)C1CC1	0.7
CO[C@H]1CN(C)C(=O)c2ccc(NC(=O)c3ccc4c(c3)OCO4)cc2OC[C@@H](C)N(CC2CC2)C[C@@H]1C	2.5
C[C@H](CO)N1C[C@H](C)[C@H](CN(C)CC2CCOCC2)Oc2cc(C#Cc3cccnc3)ccc2S1(=O)=O	3.7
C[C@@H]1CCCCO[C@H](CN(C)C(=O)NC2CCCCC2)[C@H](C)CN([C@@H](C)CO)C(=O)c2cc(NC(=O)Nc3ccccc3)ccc2O1	0.5
Cc1noc(C)c1NC(=O)Nc1ccc2c(c1)C(=O)N([C@H](C)CO)C[C@H](C)[C@H](CN(C)Cc1ccc3c(c1)OCO3)OCCCC[C@H](C)O2	-2.3
CCC(=O)Nc1ccc2c(c1)C(=O)N(C)C[C@@H](OC)[C@H](C)CN(C(=O)c1ccc(F)cc1)[C@@H](C)CO2	-0.5
COc1cccc(S(=O)(=O)Nc2ccc3c(c2)C(=O)N(C)[C@H]2CC[C@@H](CC(=O)O)O[C@H]2CO3)c1	-2.1
COc1ccc(S(=O)(=O)Nc2ccc3c(c2)CC(=O)N([C@H](C)CO)C[C@@H](C)[C@@H](CN(C)C(=O)Nc2ccc(C(F)(F)F)cc2)O3)cc1	1.2
C[C@@H]1CN([C@H](C)CO)C(=O)Cc2cc(NC(=O)Cc3cn(C)c4ccccc34)ccc2O[C@H]1CN(C)CC1CCCCC1	-1.4
COc1ccc(NC(=O)N(C)C[C@@H]2Oc3ccc(NS(C)(=O)=O)cc3C(=O)N([C@H](C)CO)C[C@H]2C)cc1	-0.6
CCC(=O)N[C@@H]1CC[C@H](CCn2cc(-c3cccc(OC)c3)nn2)O[C@H]1CO	4.2

Carrying on:
SMILES	Mtb BioA inh
COc1ccc(NC(=O)Nc2ccc3c(c2)[C@@H]2C[C@@H](CC(=O)NCc4ccccc4F)O[C@@H](CO)[C@@H]2O3)cc1	-1.6
CN1C(=O)c2cc(NC(=O)c3ccc(C(F)(F)F)cc3)ccc2OC[C@@H]2O[C@@H](CC(=O)NCc3ccc4c(c3)OCO4)CC[C@@H]21	1.1
CO[C@@H]1CN(C)C(=O)c2cc(NC(C)=O)ccc2OC[C@H](C)N(C(=O)c2ccccn2)C[C@H]1C	-5.0
Cc1ccc(-c2cnc3c(c2)C(=O)N([C@H](C)CO)C[C@H](C)[C@@H](CN(C)C(=O)c2cccnc2)O3)cc1	0.0
COc1cccc(C(=O)Nc2ccc3c(c2)OC[C@@H](C)N(C(=O)C2CCOCC2)C[C@@H](C)[C@H](OC)CN(C)C3=O)c1	1.6
CC(C)NC(=O)N(C)C[C@@H]1Oc2ncc(C#Cc3ccc(F)cc3)cc2C(=O)N([C@@H](C)CO)C[C@@H]1C	0.1
CO[C@H]1CN(C)C(=O)c2cc(NC(=O)Nc3cccc(F)c3)ccc2OC[C@@H](C)N(C(C)=O)C[C@H]1C	7.7
C[C@H](CO)N1C[C@H](C)[C@@H](CN(C)Cc2ccc(C(=O)Nc3ccccc3N)cc2)Oc2ccc(NC(=O)NC3CCCCC3)cc2CC1=O	-0.6
COc1ccc(NC(=O)Nc2ccc3c(c2)CC(=O)N([C@@H](C)CO)C[C@@H](C)[C@H](CN(C)C(=O)Nc2ccc(C(F)(F)F)cc2)O3)cc1	-0.8
COc1cccc(S(=O)(=O)N[C@@H]2CC[C@H](CCNC(=O)Nc3cc(F)ccc3F)O[C@H]2CO)c1	3.0

A second format for 2 compounds above.
structure,Mtb BioA inh
Cc1ccc(S(=O)(=O)Nc2ccc3c(c2)CC(=O)N([C@@H](C)CO)C[C@@H](C)[C@@H](CN(C)Cc2ccc4c(c2)OCO4)O3)cc1,0.2
CC(=O)N1[C@H](CO)[C@@H](c2ccc(C3=CCCC3)cc2)[C@H]1CNC(=O)CN(C)C,0.9

The listing continues:
SMILES	Mtb BioA inh
C[C@H]1CN([C@@H](C)CO)C(=O)Cc2cc(NC(=O)Nc3ccc4c(c3)OCO4)ccc2O[C@H]1CN(C)C	-3.3
C[C@H](CO)N1C[C@H](C)[C@H](CN(C)C(=O)Nc2ccc(F)cc2)Oc2c(NC(=O)c3nc4ccccc4s3)cccc2C1=O	4.4
COc1cccc(-c2cnc3c(c2)C(=O)N([C@H](C)CO)C[C@H](C)[C@@H](CN(C)C(=O)Nc2ccccc2F)O3)c1	0.8
C[C@H](O)C#Cc1cnc2c(c1)C(=O)N([C@H](C)CO)C[C@@H](C)[C@H](CN(C)C(=O)c1ccccc1F)O2	0.8
N#C[C@H]1[C@H](c2ccc(C#CC3CCCC3)cc2)[C@H](CO)N1S(=O)(=O)c1ccccc1	-3.1
Cc1cc(C(=O)Nc2cccc3c2O[C@@H](CN(C)C(=O)Nc2ccc4c(c2)OCO4)[C@H](C)CN([C@H](C)CO)C3=O)n(C)n1	-0.7
CC(C)NC(=O)N[C@@H]1CC[C@@H](CCNS(=O)(=O)Cc2ccccc2)O[C@@H]1CO	-4.1
C/C=C/c1cnc2c(c1)C(=O)N([C@@H](C)CO)C[C@H](C)[C@@H](CN(C)C(=O)NC1CCCCC1)O2	0.1
CCCNC(=O)C[C@@H]1CC[C@H]2[C@@H](COC[C@@H](O)CN2Cc2ccccc2F)O1	0.8
CC(C)NC(=O)N(C)C[C@@H]1Oc2ccc(NC(=O)CCCN(C)C)cc2CC(=O)N([C@@H](C)CO)C[C@H]1C	-1.1

An excerpt; rates above refer to the full screens.
